High-throughput results deposited in PubChem by National Center for Advancing Translational Sciences (NCATS).
FEN1 inhibitor – human FEN1 inhibition | P39748 | Recombinant FEN1 flap cleavage, fluorescence, 15 min | Potency, µM (titrated, usually from 114 µM), for inactives: at the highest dose activity change, negative = inhibition, actives largely listed as inhibitors | actives 0.35% (n = 390,000) | AID 588795; note: nearly all actives have a fitted effect of over 65% in size
Target sequence (P39748 whole entry, looked up): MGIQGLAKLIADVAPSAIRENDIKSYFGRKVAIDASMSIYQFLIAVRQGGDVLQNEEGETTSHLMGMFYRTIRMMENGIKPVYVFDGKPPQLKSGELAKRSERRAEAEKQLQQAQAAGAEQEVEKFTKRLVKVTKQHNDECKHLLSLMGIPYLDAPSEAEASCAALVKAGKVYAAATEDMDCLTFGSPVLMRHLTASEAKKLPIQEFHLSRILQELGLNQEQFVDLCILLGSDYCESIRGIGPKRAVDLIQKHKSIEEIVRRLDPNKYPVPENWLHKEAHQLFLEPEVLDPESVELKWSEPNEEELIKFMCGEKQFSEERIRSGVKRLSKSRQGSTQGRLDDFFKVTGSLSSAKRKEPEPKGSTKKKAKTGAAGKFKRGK
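Recombinant FEN1 (10 nM) was preincubated with pin-transferred compounds for 15 min at room temperature, then flap DNA substrate (50 nM final) was added. Plates were read at 0 and 15 min, and normalized concentration–response data were fitted to a four-parameter Hill equation.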
N370S GC – inhibits or activates N370S mutant glucocerebrosidase. P04062. N370S GC spleen homogenate, 4MU-glucoside fluorescence. Potency, µM (series often up to 59.4 µM), inactives show at the highest dose activity change, negative = inhibition, most hits filed as inhibitors. actives 0.092% (n = 330,000). AID 2101;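 note: 0% = full enzyme activity and -100% = no enzyme basal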
TDP1 inh – inhibitors of human tyrosyl-DNA phosphodiesterase TDP1; Q9NUW8; recombinant TDP1, AlphaScreen DNA substrate cleavage; Potency, µM (doses to about 130 µM), without a hit: top-dose activity change, negative = inhibition, most hits filed as inhibitors; actives 0.28% (n = 350,000); AID 485290; note: nearly all actives have a fitted effect of over 40% in size
Target sequence (Q9NUW8 whole entry, looked up): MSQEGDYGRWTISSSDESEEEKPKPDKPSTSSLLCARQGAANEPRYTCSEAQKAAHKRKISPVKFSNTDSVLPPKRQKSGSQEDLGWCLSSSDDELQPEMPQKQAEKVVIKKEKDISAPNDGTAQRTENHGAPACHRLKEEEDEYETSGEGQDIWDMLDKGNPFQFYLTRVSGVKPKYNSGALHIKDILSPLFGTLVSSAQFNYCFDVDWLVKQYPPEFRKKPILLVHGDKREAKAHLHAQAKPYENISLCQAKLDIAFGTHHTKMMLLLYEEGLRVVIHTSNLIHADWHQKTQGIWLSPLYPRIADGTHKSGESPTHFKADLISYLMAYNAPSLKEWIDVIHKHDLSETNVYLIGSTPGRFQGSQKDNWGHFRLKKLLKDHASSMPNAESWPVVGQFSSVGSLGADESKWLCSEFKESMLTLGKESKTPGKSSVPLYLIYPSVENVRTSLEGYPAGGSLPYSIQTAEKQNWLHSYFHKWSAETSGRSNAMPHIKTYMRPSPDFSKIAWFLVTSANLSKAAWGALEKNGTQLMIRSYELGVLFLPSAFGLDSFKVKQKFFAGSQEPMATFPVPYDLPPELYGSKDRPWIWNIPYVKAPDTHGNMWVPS
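Steps: enzyme plus compound, 15 min RT; add biotin/phosphotyrosine-FITC oligonucleotide (15 nM final), react 5 min; add donor/acceptor beads (10 ug/ml final), 10 min; read AlphaScreen. Tdp1 at 1 nM final.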
An asterisk follows results filed as active; u = inconclusive; x = not tested or not shown; & = joins results of further samples; [ ] = remark or other dose. Calls come from the whole dose curve; as a rule, active = well fitted curve in the direction sought with a large enough effect; inconclusive = small, poorly fitted or top-dose-only effect, or another doubt; inactive = no such curve, though single readings can be large; an effect the other way counts as inactive or inconclusive. Unless noted, % is set by controls: 0 for no effect and ±100 for the full control effect; potency is the fitted concentration of half-maximal effect.

The line under a structure holds: FEN1 inhibitor	N370S GC	TDP1 inh
> COc1ccc(N2C(=O)CSC23C(=O)N(Cc2cccc(F)c2)c2ccccc23)cc1Cl (stereo not given)
 : 5%	x	6%
> O=C1/C(=C/c2ccc(F)cc2)Oc2cc(OC(=O)N3CCOCC3)ccc21
 : 4%	-13%	0%
> COc1cc(OC)c(C(=O)Nc2ccc(C(=O)c3ccccc3)cc2)cc1OC
 : -17%	0%	7%
> O=C(CN1C(=O)NC2(CCCCC2)C1=O)NCc1cccs1
 : 5%	-5%	5%
> Cc1cccc(NC(=O)CNC(=O)Cn2ncc(Cl)c(Cl)c2=O)c1C
 : -9%	x	14µM*
> COc1ccc(CNC(=S)Nc2ccc(Br)cc2)cc1
 : 0%	-3%	x
> CCOC(=O)c1cnc2c(C(F)(F)F)cccc2c1N1CCN(C)CC1
 : -3%	u	x
> CCC(C)C(NC(=O)CCC(=O)OCC(=O)[C@@]1(O)CCC2[C@@H]3CCC4=CC(=O)C=C[C@]4(C)C3[C@@H](O)C[C@@]21C)C(=O)O (stereo not given in full)
 : -2%	1%	x
> O=C(COC(=O)/C=C/c1ccc(C(F)(F)F)cc1)NCc1ccco1
 : 3%	-6%	3%
> CCN(C(=S)NC(=O)c1ccccc1Br)C1CCCCC1
 : 7%	5%	8%
> COc1ccc(OC)c(NC(=O)C2CCCCC2C(=O)O)c1 (stereo not given)
 : 11%	0%	0%
> COC(=O)CC(NC(=S)NC(=O)c1ccccc1)c1ccc(Br)cc1 (stereo not given)
 : 1%	19%	x
> CC(=O)Nc1cccc(NC(=O)C(=O)NCCc2sc(-c3ccccc3)nc2C)c1
 : -12%	x	-2%
> O=C(CN1C(=O)CCSc2ccccc21)Nc1ccc(C(F)(F)F)cc1
 : 16%	x	0%
> CCCOc1cccc(C(=O)NCCNC(=O)c2ccccn2)c1
 : 3%	3%	x
> C=C1CCC[C@]2(C)C[C@H]3OC(=O)C(CNC(CC)CO)[C@H]3CC12 (stereo not given in full)
 : -3%	2%	x
> Oc1c(CN2CCOCC2)cc2c(c1-c1c(O)c(CN3CCOCC3)cc3c1CCCC3)CCCC2
 : x	-11%	8%
> NS(=O)(=O)c1cccc(NC(=O)COC(=O)CC2CC3CCC2C3)c1 (stereo not given)
 : 9%	-11%	3%
> Cc1cc(C(=O)NNc2ccc(F)cc2)no1
 : 8%	-13%	-5%
> Cc1ccc(OC(=O)c2cccnc2)cc1
 : 18%	5%	5%
> CC(NC(=O)C(=O)NN=C1CCCC1)c1ccccc1 (stereo not given)
 : 1%	19%	2%
> CCN(C(=O)c1cc2c(=O)oc3ccccc3c2s1)c1ccc(C)c(C)c1
 : -20%	x	0%
> Cc1ccc(S(=O)(=O)NCC(=O)OCC(=O)N(CCC#N)c2ccccc2)cc1
 : -5%	x	0%
> CCn1ccnc1CN(C)Cc1cn(-c2cc(C)ccc2C)nc1-c1ccccc1
 : -21%	14µM*	x
> O=C(Nc1ccccc1)C1CCN(C(=O)c2ccc(Br)cc2)CC1
 : -1%	u	4%[56.1 µM]
> Nc1nc(N(Cc2ccccc2)Cc2ccccc2)nc(C(F)(F)F)n1
 : -6%	x	-4%
> CCOc1ccc(NC(=O)NCCN2CCN(c3ccccc3F)CC2)cc1
 : -3%&0%	-4%	5%
> CC1(C)NC(=O)N(CC(=O)OCC(=O)c2ccc(Cl)s2)C1=O
 : -7%	x	1%
> CCCC(=O)N1CCN(c2ccc(NC(=O)C(C)(C)C)cc2)CC1
 : -3%	2%	-4%
> O=C(O)c1ccc(CCN2CCN(CC=Cc3ccc(Cl)cc3)CC2)cc1
 : x	7%	9%
> Cc1cc(C)c(-c2cc(C(=O)Nc3c(C)n(C)n(-c4ccccc4)c3=O)[nH]n2)c(O)c1
 : -6%	-2%	-3%
> C/C(=N/NC(=O)c1ccc(C)s1)c1cccc(NC(=O)COc2ccc(Cl)cc2Cl)c1
 : 3%	u	1%
> COc1ccc2o/c(=N/NC(=S)Nc3ccccc3)c(C(N)=O)cc2c1
 : x	5%	2%
> CCCCNC(=O)CCSc1nc2nc(C)cc(C)n2n1
 : -11%	2%	4%
> CCN1CCc2c(sc(-n3cccc3)c2C(C)NC(=O)Nc2ccc(Br)cc2)C1 (stereo not given)
 : -5%	x	11%
> CCc1ccccc1N/C(=N\S(=O)(=O)c1ccccc1)C(F)(F)F
 : 2%	-1%	-5%
> CN(C)S(=O)(=O)c1ccc(Cl)c(C(=O)NCC2CCCCC2)c1
 : -1%	-2%	1%
> COc1c(F)c(F)c(C(=O)Nc2c(C)cc(Br)cc2C)c(F)c1F
 : 3%	-8%	6%
> N#C/C(=C\c1cccc(Cl)c1)c1n[nH]c(Cn2cncn2)n1
 : -2%	8%	6%
> CCCCC[C@H](O)/C=C/[C@H]1[C@H](O)CC(=O)[C@@H]1C/C=C\CCCC(=O)O
 : x	-2%&-9%&-6%	9%&4%&2%
> CN1/C(=N\O)c2cccc3cccc1c23
 : -17%	-2%	-2%
> COCCNC(=O)Cn1nc(-c2ccccc2C)ccc1=O
 : -3%	-2%	x
> COC(=O)c1scc2c(Oc3ccccc3)cc(C(F)(F)F)nc12
 : -4%	10%	0%
> OCC1(Cc2ccccc2)CCCN(Cc2c[nH]c3ccccc23)C1 (stereo not given)
 : 3%	-3%	-3%
> COc1ccc(C2N(c3cc(Cl)ccc3OC)C(=O)C3CCCN32)c(OC)c1 (stereo not given)
 : -8%	-5%	5%
> CCN(CCCNC(=O)c1ccc(Sc2ccc(Cl)cc2)c(NC(C)=O)c1)c1ccccc1
 : 12%	x	13%
> Cn1nnnc1SCC(=O)NCc1ccc2c(c1)OCO2
 : 2%	5%	5%
> Cc1cc(C)nc(SCC(=O)N2CCCCC2)n1
 : -7%	-9%	4%
> CC1Sc2ccc(C(=O)NCc3cccc(C(F)(F)F)c3)cc2NC1=O (stereo not given)
 : -15%	x	0%[56.1 µM]
> CC(=O)c1cc(CN2CCN(C(C)C)C(CCO)C2)cs1 (stereo not given)
 : 24%	1%	3%
> CCCc1ccc2oc(C(=O)N3CCC[C@H]3CO)c(C)c2c1
 : -19%	4%	x
> O=C(COC(=O)c1ncc(Cl)c(Cl)c1Cl)NCc1cccs1
 : -6%	-11%	x
> Cc1ccc2cccc(OCCCOc3ccccc3CO)c2n1
 : -15%	-7%	4%
> Cc1cnc(C(=O)OCC(=O)NC(=O)c2ccccc2)cn1
 : -11%	-3%	-21%
> O=C(CN1CCN(S(=O)(=O)c2ccc(Cl)s2)CC1)N1CCCCC1
 : 16%	x	0%[56.1 µM]
> CC(C)(C)c1nnc2sc(SCC(=O)c3ccc(Cl)cc3)nn2c1=O
 : -21%	-4%	6%
> O=C(CSc1nnnn1C1CCCC1)Nc1ccccc1F
 : 15%	-4%	x
> COc1ccc(CNC(=S)Nc2cc(C)ccc2C)cc1
 : -9%	2%	5%
> Cc1ccc(NC(=O)NCC2CCN(Cc3cccc(Cl)c3)CC2)c(Cl)c1
 : -23%	-7%	2%
> O=C(c1ccc(F)cc1)C1CCN(C(=O)Nc2ccc(F)cc2F)CC1
 : -9%	-9%	7%

The list goes on:
The line under a structure holds: FEN1 inhibitor	N370S GC	TDP1 inh
> CCOc1ccc(N2C(=O)Nc3ccccc3C2(O)C(=O)NCc2ccc(F)cc2)cc1 (stereo not given)
 : -2%	-9%	-5%
> COc1ccc(-c2noc(CCCC(=O)Nc3cccc(Cl)c3C)n2)cc1
 : -3%	x	4%
> COc1ccc(S(=O)(=O)NC(CC(=O)O)c2ccco2)cc1 (stereo not given)
 : 5%	7%	3%
> COc1ccc(OCC(=O)Nc2ccccc2C(=O)NC(C)C)cc1
 : 2%	-2%	2%
> CCN1C(=O)C2(C(C#N)=C(N)Oc3n[nH]c(-c4ccccc4)c32)c2ccccc21 (stereo not given)
 : -15%	2%	-2%
> COc1ccc(-c2nc(CSc3nncn4c3cc3occc34)c(C)o2)cc1
 : 7%	x	3%
> CC12CCC(=O)N1C(C(=O)NNC(=O)c1cccc(Cl)c1)CS2 (stereo not given)
 : 6%	-20%	-5%
> COC(=O)/C=C1\SC(=Nc2ccccc2)NC1=O
 : 14%	-13%	1%
> Cc1ccc(N2CC(NC(=O)C3CC3)CC2=O)cc1C (stereo not given)
 : 6%	x	5%
> CCOC(=O)c1cncc(NC(=O)c2ccccc2)c1
 : -3%	-18%	4%
> CC(C)OP(=O)(c1ccc(N(C)C)cc1)C(O)c1cccnc1 (stereo not given)
 : -4%	1%	-4%
> Cc1ccc(NC(=O)N2CCc3c([nH]c4ccccc34)C2c2ccccc2F)c(Cl)c1 (stereo not given)
 : 12%	x	8%
> COc1ccccc1-c1cc(NCc2cccnc2)ncn1
 : x	-10%	7%[56.1 µM]
> C=CCSc1nc2sc(C)c(C)c2c(=O)[nH]1
 : -7%	15%	3%
> C=CCn1c(SCC(=O)Nc2sccc2C(N)=O)nc2sc(CC)cc2c1=O
 : -12%	u	5%
> COc1ccc(NC(=O)c2oc3ccccc3c2C)cn1
 : 0%	0%	7%
> COc1ccc(OC)c(NC(=O)COC(=O)c2ccc(OC)c(S(=O)(=O)N3CCCC3)c2)c1
 : 8%	x	1%
> COC(=O)c1ccc(/C=C2\N=C(SC)SC2=O)cc1
 : -2%	0%	5%
> O=C(c1cc(C2CC2)on1)N1CCOCC1
 : -4%	-22%	1%
> Cn1c(CN2CCOCC2)nnc1SCC(=O)Nc1ccc2c(c1)OCCO2
 : 12%	2%	1%
> CC(C)Nc1nc(NC(C)C)nc(Oc2ccc(OCc3ccccc3)nn2)n1
 : -4%	-9%	4%
> Cc1ccc(CN=Cc2[nH]c3ccc(Br)c(Cl)c3c2O)cc1
 : -3%	8%	-7%
> CCN1CCN(Cc2c3ccccc3cc3ccccc23)CC1
 : -25%	-8%	x
> CSCCC(NC(=O)c1ccccc1)C(=O)NNC(=O)c1ccccc1 (stereo not given)
 : 0%	x	1%
> O=C(NCc1ccco1)C(c1ccccc1)N(CC1CCCO1)C(=O)Cn1nnc2ccccc21 (stereo not given)
 : 1%	29%	9%
> Cc1ccc(S(=O)(=O)NC(C)(C)CN2CCCCC2)cc1
 : -9%	-10%	x
> CCC(C)NC(=O)CSc1n[nH]c(=O)n1CCc1ccccc1 (stereo not given)
 : -2%	-2%	x
> O=C(CN1C(=O)c2cccc3cccc1c23)Nc1ccc(S(=O)(=O)Nc2nccs2)cc1
 : -2%	-19%	7%
> CCC(C)(C)C(=O)Nc1cc([N+](=O)[O-])ccc1Cl
 : -6%	-17%	-3%
> COc1ccc(NC(=O)N(Cc2ccco2)C2CCN(C(C)=O)CC2)c(OC)c1
 : 15%	x	4%
> Cn1c(=O)c2c(nc(NCc3ccc4c(c3)OCO4)n2Cc2ccccc2)n(C)c1=O
 : -14%	5%	9%
> O=C(COc1ccccc1F)Nc1ccc(S(=O)(=O)Nc2nccs2)cc1
 : 8%	-12%	7%
> CCOC(=O)C1=CN(Cc2cccc(F)c2)S(=O)(=O)NC1c1ccc(F)c(Cl)c1 (stereo not given)
 : 2%	x	-7%[56.1 µM]
> CCCc1nc2ccccc2c(=O)n1NC(=O)c1c(O)c2cccc3c2n(c1=O)CCC3
 : 7%	5%	9%
> CC(C)(C)OC(=O)C(C(=O)OC(C)(C)C)c1ccc(Cl)nn1
 : -2%	-3%	4%
> C#CCOc1c(Cl)cc(/C=N/O)cc1OC
 : -1%	-1%	3%
> COc1ccc(C2CC(=O)c3cc(OC)c(OC)cc32)cc1OC (stereo not given)
 : -1%	-7%	4%
> O=C(NCc1ccco1)NC12CC3CC(CC(C3)C1)C2
 : -1%	8%	5%
> CCOCCCNC(=O)c1cn(C)c2ccc(S(=O)(=O)N3CCCCC3)cc2c1=O
 : 22%	-1%	3%
> CN(C)C/C=C/C(=O)Nc1cccc(-c2c[nH]c3ncnc(Oc4ccc(NC(=O)CC(=O)Nc5ccc(F)cc5)cc4F)c23)c1
 : -9%	x	6%
> O=C1NC(c2ccc(Br)cc2)Nc2sc3c(c21)CCC3 (stereo not given)
 : -7%	1%	-14%
> Cc1ccc(S(=O)(=O)N(CC(=O)N2CCC(C(N)=O)CC2)c2cccc(C(F)(F)F)c2)cc1
 : -2%	-4%	1%
> O=C(O)C1CCC(c2ccc(-c3ccccc3)cc2)CC1 (stereo not given)
 : -3%	-16%	-8%
> CCN(CC)C(=O)CSc1nc2ccc(NC(=O)CSc3nnc(COc4ccccc4C)n3C)cc2s1
 : -1%	-4%[12.8 µM]	1%
> COc1ccc(NC(=O)CC(c2ccc(F)cc2)c2ccc(OC(C)C)cc2)cc1 (stereo not given)
 : -5%	-18%	3%

4 records picked at random from those above:
The line under a structure holds: FEN1 inhibitor	N370S GC	TDP1 inh
> Cn1c(=O)c2c(nc(NCc3ccc4c(c3)OCO4)n2Cc2ccccc2)n(C)c1=O
 : -14%	5%	9%
> CC(C)(C)OC(=O)C(C(=O)OC(C)(C)C)c1ccc(Cl)nn1
 : -2%	-3%	4%
> COc1ccc(NC(=O)CC(c2ccc(F)cc2)c2ccc(OC(C)C)cc2)cc1 (stereo not given)
 : -5%	-18%	3%
> CN(C)C/C=C/C(=O)Nc1cccc(-c2c[nH]c3ncnc(Oc4ccc(NC(=O)CC(=O)Nc5ccc(F)cc5)cc4F)c23)c1
 : -9%	x	6%
